# Bioassay records (PubChem BioAssay)
# POLH inh: inhibitors of human DNA polymerase eta; recombinant Pol eta, fluorescent DNA replication assay; 1.2% of 390,000 active; Potency, µM (top dose mostly 114 µM), without a hit: top-dose activity change, negative = inhibition, usual class: inhibitors; note: potency is the fitted concentration of half-maximal effect; % is set by controls: 0 for no effect and ±100 for the full control effect
#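 Fluorescent replication assay: 50 nM final substrate added after a 15 min room-temperature compound preincubation with 10 nM enzyme. Signal taken at 0 min and again at 10 min.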
# Pol beta inh: inhibitors of human DNA polymerase beta. P06746. Potency, µM (highest dose often 114 µM), for the others: at the highest dose activity change, negative = inhibition, actives largely listed as inhibitors. 1.3% of 340,000 active. Pol beta primer extension/strand displacement, fluorescence kinetic; note: potency is the fitted concentration of half-maximal effect; % is set by controls: 0 for no effect and ±100 for the full control effect
#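 Values derive from four-parameter Hill fits of normalized kinetic data: reads at 0 and 10 min following addition of 50 nM substrate to 10 nM Pol beta preincubated 15 min with compound.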
# Pol iota inh: DNA polymerase iota (human) inhibition; Pol iota fluorescent replication assay, 10 min; Potency, µM (highest dose often 115 µM), without a hit: at the top dose activity, negative = inhibition, actives largely listed as inhibitors; 1% of 390,000 active; AID 588590; note: potency is the fitted concentration of half-maximal effect
#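 Pol iota at 10 nM preincubated 15 min with compounds at room temperature; reaction started with fluorescent substrate, 50 nM final. Fluorescence read kinetically at 0 and 10 min; buffer-only wells as negative control.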
# Pol kappa inh: blocks human DNA polymerase kappa activity; Q9UBT6; purified Pol kappa, fluorescent DNA synthesis assay, 10 min; Potency, µM (doses to about 107 µM), for inactives: top-dose activity, negative = inhibition, usual class: inhibitors; 0.53% of 400,000 active; AID 588579; note: potency is the fitted concentration of half-maximal effect; % is set by controls: 0 for no effect and ±100 for the full control effect
# Target sequence (Q9UBT6 whole entry, looked up): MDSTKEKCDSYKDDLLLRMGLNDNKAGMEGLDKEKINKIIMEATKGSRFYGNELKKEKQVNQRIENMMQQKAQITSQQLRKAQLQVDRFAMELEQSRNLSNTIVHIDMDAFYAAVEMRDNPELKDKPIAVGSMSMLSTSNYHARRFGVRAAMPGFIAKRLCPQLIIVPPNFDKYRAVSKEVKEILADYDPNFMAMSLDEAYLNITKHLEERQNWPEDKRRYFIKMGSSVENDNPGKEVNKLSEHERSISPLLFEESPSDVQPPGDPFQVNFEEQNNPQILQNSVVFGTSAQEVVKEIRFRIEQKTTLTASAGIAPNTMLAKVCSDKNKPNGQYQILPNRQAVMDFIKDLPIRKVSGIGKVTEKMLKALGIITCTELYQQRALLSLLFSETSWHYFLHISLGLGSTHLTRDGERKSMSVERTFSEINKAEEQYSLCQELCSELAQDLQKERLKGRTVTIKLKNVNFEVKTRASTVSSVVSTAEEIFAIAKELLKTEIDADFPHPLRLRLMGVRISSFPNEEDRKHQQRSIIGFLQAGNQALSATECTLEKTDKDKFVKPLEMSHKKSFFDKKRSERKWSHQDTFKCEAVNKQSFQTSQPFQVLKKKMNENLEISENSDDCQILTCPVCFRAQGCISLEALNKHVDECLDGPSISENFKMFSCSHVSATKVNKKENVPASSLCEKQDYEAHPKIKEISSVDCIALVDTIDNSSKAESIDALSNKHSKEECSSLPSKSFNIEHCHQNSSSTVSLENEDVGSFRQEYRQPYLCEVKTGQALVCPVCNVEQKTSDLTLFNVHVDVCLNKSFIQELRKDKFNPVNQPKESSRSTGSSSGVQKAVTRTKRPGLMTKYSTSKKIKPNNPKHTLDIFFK
#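 Kinetic fluorescence screen: compound preincubated 15 min RT with 10 nM enzyme; 50 nM substrate (final) initiates; reads at 0/10 min.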
# APEX1 inh: APE1 (human) endonuclease inhibition. AID 2517. P27695. recombinant APE1, TAMRA/BHQ-2 abasic DNA cleavage fluorescence. Potency, µM (titrated, usually from 65.8 µM), without a hit: at the top dose activity change, negative = inhibition, hits mostly inhibitors. 0.35% of 350,000 active;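 note: potency is the fitted concentration of half-maximal effect; plate controls were vehicle for no effect and reference inhibitor for full effect; nearly all actives have a fitted effect of over 55% in size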
#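 0.75 nM APE1 + cpd, 15 min RT; start w/ 50 nM TAMRA/BHQ-2 THF-abasic dsDNA; kinetic fluor 525/598 nm ×3 reads @60 s; Δ(read3−read1); normalized to DMSO and NSC13755 control wells.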
# Apoferritin bind: candidate novel general anesthetic via apoferritin binding | P02791 | apoferritin/1-aminoanthracene competitive binding, fluorescence | Potency, µM (series often up to 77.5 µM), without a hit: at the highest dose activity change, negative = displacement, most hits filed as inhibitors | 0.074% of 350,000 active | AID 485281; note: potency is the fitted concentration of half-maximal effect; % is set by controls: 0 for no effect and ±100 for the full control effect; nearly all actives have a fitted effect of over 20% in size
# Target sequence (P02791 2-175 limits assumed): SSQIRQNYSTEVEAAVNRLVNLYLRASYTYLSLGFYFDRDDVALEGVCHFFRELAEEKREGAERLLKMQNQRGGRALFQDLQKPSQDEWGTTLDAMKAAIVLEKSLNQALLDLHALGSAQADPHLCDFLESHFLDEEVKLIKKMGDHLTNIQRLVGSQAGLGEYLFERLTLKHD
#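 Steps: apoferritin (10 uM) was premixed with half-saturated 1-AMA in PBS, compounds were pin-transferred, plates stood 10 min at room temperature, fluorescence was read at 380/535 nm, and curves were fitted with a Hill equation.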
# LDHA block: LDHA (human) enzyme inhibition; P00338; purified LDHA, NADH/diaphorase-resazurin fluorescence; hits give low values; activity change, % (values are at about 110 or 230 µM); 0.15% of 480,000 active; in the data active = activity change below about -30%; inconclusive = mostly about -25% to -30%;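 note: plate controls were DMSO wells for no effect and wells without enzyme for full effect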
#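 Human LDH5 at 2 nM final in Tris HCl pH 7.4 with 0.06 mM NADH and 0.2 mM pyruvate, reacted 5 minutes at room temperature. Remaining NADH coupled via diaphorase/resazurin; resorufin fluorescence read at 0 and 20 minutes, normalized to enzyme-free and DMSO wells.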
# GRP78 ERSR act: inducers of ER stress response in human glioma cells; U87-MG GRP78 promoter luciferase reporter, 16 h; Potency, µM, without a hit: at the top dose activation, usual class: activators; 0.02% of 420,000 active; AID 602332; note: potency is the fitted concentration of half-maximal effect; series mostly up to about 76 µM; % of control where 0% means no effect; nearly all actives have a fitted effect of over 35% in size
#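 Stably transfected U87-MG glioma cells carrying a GRP78-based luciferase sensor; 16 h compound incubation. Luminescence end-point read 10 min after Bright-Glo addition at room temperature.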
# BLM helicase inh: blocks DNA unwinding by human BLM helicase | AID 2528 | 0.2% of 350,000 active | Potency, µM (series often up to 56.1 µM), for inactives: at the top dose activity change, negative = inhibition, hits mostly inhibitors | recombinant BLM DNA unwinding, fluorescence dequenching | P54132;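 note: potency is the fitted concentration of half-maximal effect; plate controls were vehicle for no effect and no enzyme for full effect; nearly all actives have a fitted effect of over 35% in size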
# Starred values were filed as active, the others as inactive; u = inconclusive; x = not tested or not shown; & = joins results of further samples; [ ] = another dose, or the depositor's remark. Unless noted, calls come from the whole dose curve; as a rule, active = well fitted curve in the direction sought with a large enough effect; inconclusive = small, poorly fitted or top-dose-only effect, or another doubt; inactive = no such curve, though single readings can be large; an effect the other way counts as inactive or inconclusive. Only part of the results is shown (hit frequency here may not be typical).
SMILES	GRP78 ERSR act	Apoferritin bind	LDHA block	POLH inh	BLM helicase inh	Pol iota inh	Pol kappa inh	APEX1 inh	Pol beta inh
CCOc1ccc(CCNC(=O)COC(=O)COc2ccccc2C)cc1OCC	-4%	x	-1	-26%	x	15%	0%	7%	x
CCCCCN(C(=O)CCC(=O)OCC(=O)N1CCCCC1C)c1c(N)n(CCCC)c(=O)[nH]c1=O (centres undefined)	-4%	-11%	-1	-15%	-1%	24%	-3%	26%	-7%
Cc1cc(C)c(NC(N)=S)c(C)c1	-2%	0%	0	-13%	1%	13%[58.9 µM]	-18%	u	2%
COCC(C)NC(=O)c1cc2cc(OC)ccc2[nH]1 (centres undefined)	-2%	-9%	-2	2%	-8%	-16%[58.9 µM]	-4%	4%	8%
Cc1ccc(/C=C2/NC(=O)N(c3ccccc3)C2=O)o1	6%	-21%	25	-9%	-3%	4%	-6%	-2%	15%
COC(=O)CSc1nnc(CNC(=O)c2cccc(C)c2)n1-c1ccccc1OC	-3%	-11%	-5	1%	1%	11%	-9%	0%	-9%
Cc1cc([N+](=O)[O-])cc2c1NC(=O)C2(O)N1CCCC(C)C1 (centres undefined)	-3%	u	1	-5%	-7%	-7%	2%	4%	105%
Cc1cccc(NC(=O)c2cc3c(n(-c4ccccc4)c2=O)CCCC3=O)n1	-7%	10%	-5	-7%	1%	-3%	-1%	13%	12%
CC(=O)OCC1=C(C(=O)OC(C)(C)C)N2C(=O)[C@@H](NC(=O)Cc3ccccc3)[C@H]2SC1	5%	x	2	u	x	32µM*	u	x	x
CC(=O)N1c2ccc(S(=O)(=O)NCC3CCC(C(=O)NCc4ccc(C)cc4)CC3)cc2CC1C (centres undefined)	-3%	-6%	-12	-10%	-3%	0%	9%	19%	21%
COc1ccc(S(=O)(=O)Nc2ccc3cn[nH]c3c2)cc1[N+](=O)[O-]	-5%	x	2	-6%	x	-26%	-30%	-35%	x
Cn1c(=O)c2c(nc(CN3CCN(c4ccccc4)CC3)n2CCN2CCOCC2)n(C)c1=O	-4%	-5%	-1	0%	-2%	9%	0%	-1%	3%
Cc1ccc(C(=O)N2CCN(C3CCCCC3)CC2)s1	-3%	-15%	0	-7%	-2%	u	-3%	3%	0%
COc1ccc(NC(=S)N(CCN(C)C)C(C)c2ccco2)cc1 (centres undefined)	1%	0%	-6	u	-1%	13%	-7%	1%	-10%
N#CCCn1c(=O)c(CCc2ccccc2)nc2cnc(N3CCOCC3)nc21	-4%	x	x	x	-2%	x	-2%[60.1 µM]	2%	x
c1ccc(N=P(N2CCOCC2)(N2CCOCC2)N2CCOCC2)cc1	-4%	-6%	2	-5%	-3%	-12%	13%	4%	1%
O=C(CN1C(=O)C2CCCCN2C(=O)c2ccccc21)N1CCCc2ccccc21 (centres undefined)	-1%	-10%	-1	-4%	3%	0%	-6%	-5%	2%
COCC(C)n1c(C)cc(C(=O)CSc2nnnn2C2CCCC2)c1C (centres undefined)	-6%	x	-3	-21%	x	28%	-5%	20%	x
CN1C(=O)c2ccccc2C(C(=O)O)C1c1cccc(Cl)c1 (centres undefined)	-1%	7%	-8	-4%	6%	0%	1%	8%	40%
Cc1ccc(N=c2c([N+](=O)[O-])nn(-c3ccc4c(c3)OCCO4)n2O)c(Cl)c1	x	-7%	x	x	-1%	x	x	-5%	1%
CCOC(=O)c1sc(SCc2ccccc2)c2c1CC(C)(C)CC2=O	-3%	x	-2	-16%	x	22%	-2%	x	x
Cc1coc(C)c1C(=O)CC1(O)C(=O)N(C)c2ccc(Cl)cc21 (centres undefined)	-3%	-15%	-4	0%	-3%	u	1%	u	5%
Cc1csc(NC(=O)c2cccc(Cn3nc(C)c(Br)c3C)c2)n1	11%	u	-2	-6%	-11%	-13%	-15%	-7%	10%
O=C1c2ccccc2C(=O)N1CN(C(=O)c1ccccc1[N+](=O)[O-])c1ccc(F)cc1	-4%	-18%	-2	-2%	-1%	50%[activator]	-9%	-5%	-3%

# A second format for three compounds above:
N#CCCn1c(=O)c(CCc2ccccc2)nc2cnc(N3CCOCC3)nc21
  GRP78 ERSR act: -4%	Apoferritin bind: x	LDHA block: x	POLH inh: x	BLM helicase inh: -2%	Pol iota inh: x	Pol kappa inh: -2%[60.1 µM]	APEX1 inh: 2%	Pol beta inh: x
c1ccc(N=P(N2CCOCC2)(N2CCOCC2)N2CCOCC2)cc1
  GRP78 ERSR act: -4%	Apoferritin bind: -6%	LDHA block: 2	POLH inh: -5%	BLM helicase inh: -3%	Pol iota inh: -12%	Pol kappa inh: 13%	APEX1 inh: 4%	Pol beta inh: 1%
O=C(CN1C(=O)C2CCCCN2C(=O)c2ccccc21)N1CCCc2ccccc21 (centres undefined)
  GRP78 ERSR act: -1%	Apoferritin bind: -10%	LDHA block: -1	POLH inh: -4%	BLM helicase inh: 3%	Pol iota inh: 0%	Pol kappa inh: -6%	APEX1 inh: -5%	Pol beta inh: 2%

# (further entries)
SMILES	GRP78 ERSR act	Apoferritin bind	LDHA block	POLH inh	BLM helicase inh	Pol iota inh	Pol kappa inh	APEX1 inh	Pol beta inh
COc1ccccc1N1CCN(Cc2nnc(-c3ccccc3C)o2)CC1	-4%	0%	-1	-20%	-2%	10%	-20%	x	4%
CS(=O)(=O)N(CC(=O)N/N=C/c1ccccc1C(=O)O)c1cccc(Cl)c1Cl	-4%	-8%	-2	-11%	1%	u	8%	0%	-11%
COCCn1c(=O)c(-c2cccc(C#N)c2)nc2cnc(N3CCOCC3)nc21	1%	x	x	x	3%	x	-7%[60.1 µM]	1%	x
O=C1Nc2cc(C(=O)N3CCOCC3)ccc2SC1N1CCOCC1 (centres undefined)	-1%	-8%	-7	-19%	-1%	31%[activator]	-14%	-6%	32%[activator]
O=C(NNC1=NCCCCC1)c1ccccc1	0%	-6%	-8	-5%	-1%	0%	-3%	-1%	32%
COc1ccc(OCC(=O)NNC(=O)c2cc3ccccc3o2)cc1	-1%	0%	0	-5%	1%	11%	-3%	-1%	-5%
CC(=O)Nc1ccc(C(=O)c2ccccc2)cc1	0%	u	3	-11%	-2%	-10%	1%	5%	-17%
O=C(Nc1c2c(nn1-c1ccc(F)cc1)CS(=O)(=O)C2)c1ccc(S(=O)(=O)N2CCOCC2)cc1	2%	-16%	-10	-13%	-1%	59%[activator]	-5%	-4%	16%
COc1ccc(C(CNC(=O)C(CCSC)NC(=O)c2ccccc2Cl)N2CCCC2)cc1 (centres undefined)	-2%	x	1	-2%	x	5%	-4%	20%	x
COc1cc(C2Oc3nc(SC)nnc3-c3ccccc3N2C(C)=O)cc(Cl)c1OC (centres undefined)	-1%	-14%	20&-10	-23%	-6%	42%[activator]	-3%	x	13%
Nc1ncnc2c1ncn2[C@@H]1O[C@H](COP(=O)(O)OP(=O)(O)OP(=O)(O)O)[C@@H](O)[C@H]1O	2%&-1%	-8%	-9	-11%	1%	-1%	-16%	-14%&-4%	x
O=C(O)CC(c1ccccc1F)N1Cc2ccccc2C1=O (centres undefined)	4%	-11%	-4	-3%	-4%	5%	-10%[60.1 µM]	-12%	0%
COc1ccccc1C(=O)OCCN1CCOCC1	1%	-7%	-3	4%	0%	3%	-2%	3%	15%
COc1ccc(-n2nc3c(c2NC(=O)C(C)Oc2ccccc2)CS(=O)(=O)C3)cc1 (centres undefined)	-5%	-4%	-7	-18%	0%	66%[activator]	-10%	4%	u
N#CC1(NC(=O)COC(=O)CN2C(=O)c3ccccc3C2=O)CCCCC1	-3%	x	-1	-16%	x	47%[activator]	-2%	6%	x
Fc1cccc(CN2CCN(c3nc4nonc4nc3NC3CC3)CC2)c1	-4%	-7%	0	1%	-11%	-10%	6%	1%	3%
CCN1C(=O)N[C@@H](CCc2ccccc2)C(C(C)=O)=C1C	-4%	x	-6	-6%	-3%[12.4 µM]	25%	0%	-2%[12.4 µM]	x
CCN1C(=O)[C@H]2[C@@H](c3ccc(C)cc3)N3C(=O)N(c4ccccc4)C(=O)[C@@]3(Cc3ccc(Cl)cc3)[C@H]2C1=O	-3%	-13%	-9	-6%	-9%	-22%	-9%	10%	-18%
C=CCn1c(SCC)nc2ccccc2c1=O	0%	x	-8	x	x	11%	-16%	x	x
O=C(O)c1cccc(S(=O)(=O)Nc2ccc3[nH]c(=O)[nH]c3c2)c1	-3%	0%	31	-2%	-12%	u	-23%	u	-25%
Cn1c(=S)n(/N=C/c2ccc3c(c2)OCO3)c2ccccc21	7%	-23%	-5	0%	-1%	3%	-14%	1%	5%
Cc1ccc(N2C(=O)CC(N(CCc3ccccc3)C(=S)Nc3ccc(N(C)C)cc3)C2=O)cc1 (centres undefined)	-12%	-11%	1	-21%	-8%	1%	-4%	-3%	7%
COC(=O)CC1c2ccccc2S(=O)(=O)N1Cc1ccccc1 (centres undefined)	0%&11%	0%&-8%	-12	-9%	6%&-4%	2%&4%	-12%&-3%	-3%&-6%	8%
CCCc1cc(C(=O)NCc2ccccc2)no1	1%	2%	-7	-17%	0%	8%	2%	12%	u
COC(=O)c1ccc(CSC2=NC[C@@H]3[C@@H]4C(=O)N(C)C(=O)[C@@H]4[C@](Cc4ccccc4)(C(=O)OC)N23)cc1	-4%	x	-1	-15%	x	u	12%	21%	x
CS(=O)(=O)N(CC(=O)N/N=C/c1ccco1)c1ccccc1Br	-4%	-2%	1	u	2%	-6%	-3%	2%	1%
CCc1nn(C(C)C(=O)NCCN2CCCCCC2)c(=O)c2cc3occc3n12 (centres undefined)	2%	-9%	-1	-14%	11%	-21%	7%	55%	2%
CCOc1ccccc1NC(=O)Cn1c(=O)n(-c2ccccc2)c(=O)c2oc3ccccc3c21	-2%	-6%	-5	-9%	0%	27%	-2%	1%	-9%
CCOC(=O)C1=CN(CC)S(=O)(=O)NC1c1ccc2ccccc2c1 (centres undefined)	-1%	x	0	-2%	x	-5%	-4%	-1%	x
Cc1cccc(C)c1OC(=O)C(c1ccccc1)c1ccccc1	1%	48%[activator]	1	-19%	-3%	u	-13%	u	15%
